SUMO HTRF inh: inhibitors of in vitro SUMOylation cascade, primary screen, biochemical, HTRF, uHTS. SUMO-conjugating enzyme UBC9 (Homo sapiens), P63279. HTRF SUMOylation assay, SAE1/SAE2 + UBC9. inhibition, % at 35 µM. hit rate 0.36% among 290,000; in the data active means inhibition above about 50%, passing the limit was not always enough; further: strong numbers were not always called active
Target sequence (P63279 whole entry, looked up): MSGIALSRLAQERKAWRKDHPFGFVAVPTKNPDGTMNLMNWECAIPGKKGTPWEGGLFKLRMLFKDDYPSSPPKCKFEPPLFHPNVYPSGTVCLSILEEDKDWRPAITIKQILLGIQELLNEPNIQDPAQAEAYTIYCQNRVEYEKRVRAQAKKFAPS
HCV NS3 hel inh: inhibitors of HCV NS3 helicase, primary screen, biochemical, Cy5 molecular beacon fluorescence. Hepatitis C virus NS3 helicase. inhibition, % at 10.9 µM. AID 1800, 2009. hit rate 0.56% among 290,000. NS3 helicase DNA unwinding;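 active means inhibition above the mean of all tested compounds plus 3 SD, set per campaign, cut at about 35% in these data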;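 further: 0% = DMSO wells and 100% = thioflavine S control wells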
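System: Hepatitis C virus NS3 helicase domain fragment enzyme | Reagent: Annealed dual-labelled DNA beacon duplex, ATP-started | Compound dosing: 10.9 µM single point, 0.8% DMSO | Incubation: 1 h reaction at 25 °C, ATP-initiated | Technique: Cy5 fluorescence | Evaluation: Percent inhibition from t60/t0 fluorescence ratio | Benchmarks: Low DMSO, high thioflavine S at 110 µM | Replication: Singlicate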
IMP-1 inhibitor: IMP-1 metallo-beta-lactamase inhibitors, primary screen, biochemical, epi-absorbance readout, Pseudomonas aeruginosa enzyme; AID 1556, 2009; purified IMP-1, nitrocefin hydrolysis, epi-absorbance fluorescence; hit rate 0.45% among 290,000; metallo-beta-lactamase IMP-1 (Pseudomonas aeruginosa); inhibition, % at 5.6 µM;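 active means inhibition above the mean plus 3 SD of all compounds in the same screening run, cut at about 4.5% in these data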;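 further: 0% = IMP-1 with DMSO and 100% = DMSO wells lacking enzyme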
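Material – recombinant IMP-1 enzyme, purified · Amount – IMP-1 0.2 nM before substrate addition · Medium – HEPES buffer pH 7.1 with ZnSO4 and Brij 35 · Timing – 25 °C, 15 min preincubation, 25 min reaction · Measured by – plate fluorescence quenching by hydrolysis product, ex 480/em 530 nm · Read-out – percent enzyme inhibition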
PfM18AAP inh: PfM18AAP inhibitors, malaria aminopeptidase, primary screen, biochemical, QFRET, recombinant enzyme. M18 aspartyl aminopeptidase (Plasmodium falciparum 3D7). H-Glu-NHMec fluorogenic cleavage. inhibition, % at 7.35 µM. hit rate 1.2% among 290,000;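 active means inhibition above the campaign mean inhibition over all tested compounds plus 3 SD, cut at about 28% in these data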;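 further: 0% = plate median of test compound wells and 100% = 2 mM ZnCl2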
IDE inh: human IDE inhibitors in live cells, primary screen, fluorescence polarization, HEK cells, FAbetaB substrate; Insulin-degrading enzyme (Homo sapiens), P14735; hit rate 0.41% among 320,000; inhibition, % at 5.59 µM; FAbetaB cleavage;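 active means percent inhibition above the average of all tested compounds plus 3 SD, set per screening campaign, cut at about 16% in these data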;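 further: IDE supplied by intact live HEK cells; FP after avidin binding of uncleaved biotin substrate so inhibition keeps polarization high; 0% = DMSO wells and 100% = 60 µM reference IDE inhibitor Ii1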
IDE cell activ: human IDE activators in live cells, primary screen, fluorescence polarization, HEK cells, FAbeta-B substrate; FAbeta-B cleavage; 0% vehicle, 100% cell-free pure enzyme wells; activation, % at 5.96 µM; hit rate 0.073% among 340,000;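 active means activation above the mean of all tested compounds plus 3 SD, set per screening campaign, cut at about 17% in these data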
p-CIP stab down: p/CIP-EGFP fusion destabilizers, primary screen, fluorescence, F442A cells; Q05BA5; hit rate 0.01% among 290,000; decrease of EGFP signal, % at 10 µM; 16 h;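 active means EGFP signal decrease of at least 30% at 10 µM or well 3 SD below plate mean, unless failing retest; inactive means the rest, including hits failing retest or dose response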; further: some compounds called inactive have numbers as strong as hits; many of its hits are not listed in these tables
FID counter: compounds displacing fluorescent DNA intercalator, primary screen, artefact control for HCV NS3 helicase inhibitor project, biochemical, FID fluorescence. DNA fluorescent intercalator displacement. inhibition, % at 7.9 µM. hit rate 0.17% among 290,000. AID 1845, 2009; in the data active means inhibition above about 37%;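 further: 0% = vehicle and 100% = reference compound; higher means more ethidium bromide displaced from hairpin DNA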
VIM-2 inh: VIM-2 metallo-beta-lactamase inhibitors, primary screen, biochemical, epi-absorbance readout, Pseudomonas aeruginosa enzyme; hit rate 0.89% among 290,000; purified VIM-2, nitrocefin hydrolysis, epi-absorbance fluorescence; inhibition, % at 5.6 µM;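 active means inhibition above the mean of all tested compounds plus 3 SD, cutoff set per screening run, cut at about 7.5% in these data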;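 further: red hydrolysis product quenches plate fluorescence so inhibitors raise well fluorescence; 0% = enzyme with DMSO and 100% = DMSO without enzyme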
* hit, by the source's call.

`COc1cc(OC)c(NC(=O)[C@@H]2CCC(=O)N2C2OC(=O)c3c2ccc(OC)c3OC)cc1Cl` (stereo partly specified) gave SUMO HTRF inh 1, HCV NS3 hel inh 1, IMP-1 inhibitor -2.0, PfM18AAP inh -4, IDE inh 1, IDE cell activ 4, p-CIP stab down -12, FID counter -9 and VIM-2 inh -3.9.
Screening COCCNC(=S)N(CCCO)Cc1cc2cc3c(cc2[nH]c1=O)OCCO3 returned SUMO HTRF inh 23, HCV NS3 hel inh 8, IMP-1 inhibitor -1.1, PfM18AAP inh -11, IDE inh -1, IDE cell activ 1, p-CIP stab down -3, FID counter -6 and VIM-2 inh -1.1.
For O=C(Nc1ccc(S(=O)(=O)N2CCOCC2)cc1)c1ccccc1 the results were SUMO HTRF inh -24, HCV NS3 hel inh 4, IMP-1 inhibitor -4.3, PfM18AAP inh 1, IDE inh -1, IDE cell activ -1, p-CIP stab down 5, FID counter -3 and VIM-2 inh -2.2.
Screening COc1ccccc1N1CCN(C(=S)NC(=O)/C=C/c2ccc(F)cc2)CC1 returned SUMO HTRF inh 8, HCV NS3 hel inh -3, IMP-1 inhibitor -2.3, PfM18AAP inh 1, IDE inh 9, p-CIP stab down -5, FID counter -22 and VIM-2 inh -4.1.
Screening Cc1cc(C)cc(NC(=O)C(OC(=O)c2ccc([N+](=O)[O-])o2)c2ccccc2)c1 (stereo unspecified) returned SUMO HTRF inh -8, HCV NS3 hel inh 4, IMP-1 inhibitor -1.5, PfM18AAP inh -11, IDE inh -3, IDE cell activ 3, p-CIP stab down -2, FID counter -1 and VIM-2 inh -1.4.
For Clc1ccc2nc(N3CCCCC3)sc2c1 the results were SUMO HTRF inh -6, HCV NS3 hel inh 5, IMP-1 inhibitor -2.7, PfM18AAP inh -8, IDE inh -1, IDE cell activ -9, p-CIP stab down 5, FID counter 2 and VIM-2 inh -1.3.
CN(C)CCNC(=O)C(=O)Nc1cc2c3c(c1)CCC(=O)N3CCC2 was read as SUMO HTRF inh 16, HCV NS3 hel inh 19, IMP-1 inhibitor -0.3, PfM18AAP inh 6, IDE inh 11, IDE cell activ 1, p-CIP stab down -10, FID counter -9 and VIM-2 inh 0.2.
For O=C(Nc1nnc(C2=COCCO2)o1)c1ccc(F)cc1 the results were SUMO HTRF inh 21, HCV NS3 hel inh 22, IMP-1 inhibitor 0.2, PfM18AAP inh 4, IDE inh -3, IDE cell activ 3, p-CIP stab down 4, FID counter -2 and VIM-2 inh -2.8.
For Cc1ccc2c(c1)COc1c3ccc(C(=O)O)cc3nn1-2 the results were SUMO HTRF inh 12, HCV NS3 hel inh 20, IMP-1 inhibitor 0.8, PfM18AAP inh 19, IDE inh 2, IDE cell activ 1, p-CIP stab down 4, FID counter -8 and VIM-2 inh 5.8.
`CCN(Cc1ccccc1)C(=O)Cn1cc(S(=O)(=O)NC)c(S(=O)(=O)NC)c1` gave SUMO HTRF inh 3, HCV NS3 hel inh 0, IMP-1 inhibitor -2.9, PfM18AAP inh -1, IDE inh 5, IDE cell activ 2, p-CIP stab down 6, FID counter -8 and VIM-2 inh -2.9.
Screening CCCCCOC(=O)CSc1n[nH]c(=O)[nH]c1=O returned SUMO HTRF inh 13, HCV NS3 hel inh -2, IMP-1 inhibitor -3.8, PfM18AAP inh 0, IDE inh 6, IDE cell activ 0, p-CIP stab down -7, FID counter -2 and VIM-2 inh -2.3.
`CCN1CCN(C(=O)CN(c2ccc(F)cc2)S(=O)(=O)c2ccc(OC)c(OC)c2)CC1` gave SUMO HTRF inh 6, HCV NS3 hel inh 3, IMP-1 inhibitor -2.2, PfM18AAP inh 0, IDE inh -2, IDE cell activ 2, p-CIP stab down -6, FID counter 5 and VIM-2 inh -4.0.
For N#C/C(=C\c1ccc(F)cc1)C(=O)Nc1ccccn1 the results were SUMO HTRF inh 4, HCV NS3 hel inh -3, IMP-1 inhibitor -0.4, PfM18AAP inh -8, IDE inh -1, IDE cell activ 5, p-CIP stab down 12, FID counter -1 and VIM-2 inh 0.1.
Screening O=C(Nc1ccc(N2CCOCC2)cc1)c1cccc(S(=O)(=O)N2CCC(Cc3ccccc3)CC2)c1 returned SUMO HTRF inh 6, HCV NS3 hel inh -3, IMP-1 inhibitor -1.1, PfM18AAP inh 1, IDE inh 4, IDE cell activ -2, p-CIP stab down -13, FID counter -3 and VIM-2 inh -1.0.
For N#Cc1ccccc1NC(=O)CSc1nnc(-c2ccccc2)n1-c1ccccc1 the results were SUMO HTRF inh -14, HCV NS3 hel inh -8, IMP-1 inhibitor 0.2, PfM18AAP inh 0, IDE inh 4, IDE cell activ 3, p-CIP stab down -3, FID counter -11 and VIM-2 inh -0.7.
For Cc1ccccc1OCC(=O)OC(C)CN1CCN(C)CC1 (stereo unspecified) the results were SUMO HTRF inh -4, HCV NS3 hel inh -10, IMP-1 inhibitor 0.3, PfM18AAP inh -8, IDE inh 0, IDE cell activ -1, p-CIP stab down -2, FID counter 4 and VIM-2 inh -2.1.
For CCOC(=O)C(C)N1C(=O)S/C(=C/c2cc(C)n(-c3ccncc3)c2C)C1=O (stereo unspecified) the results were SUMO HTRF inh 1, HCV NS3 hel inh -9, IMP-1 inhibitor -0.2, PfM18AAP inh -13, IDE inh 7, IDE cell activ 3, p-CIP stab down -6, FID counter -22 and VIM-2 inh -0.9.
COc1ccc(C(=O)N/C(=C\c2cccc([N+](=O)[O-])c2)C(=O)Nc2cccc(C(=O)O)c2)cc1 was read as SUMO HTRF inh 19, HCV NS3 hel inh 1, IMP-1 inhibitor -3.0, PfM18AAP inh -1, IDE inh 2, IDE cell activ -4, p-CIP stab down -34, FID counter -28 and VIM-2 inh -2.8.
For [O-]/C(=C(\C(=S)Nc1cccc2ccccc12)[n+]1ccccc1)c1ccc2c(c1)OCCO2 the results were SUMO HTRF inh 24, HCV NS3 hel inh 5, IMP-1 inhibitor 0.0, PfM18AAP inh 3, IDE inh -1, IDE cell activ -2, p-CIP stab down 1, FID counter 1 and VIM-2 inh 0.9.
`Fc1ccc(COc2ccc3ccccc3c2CNc2nn[nH]n2)cc1` gave SUMO HTRF inh 25, HCV NS3 hel inh 7, IMP-1 inhibitor -1.7, PfM18AAP inh -16, IDE inh 1, IDE cell activ 4, p-CIP stab down 6, FID counter -18 and VIM-2 inh 5.1.
Screening Cc1ccc(N(CC(=O)N2CCCC2)S(C)(=O)=O)c(C)c1 returned SUMO HTRF inh -16, HCV NS3 hel inh 12, IMP-1 inhibitor -2.6, PfM18AAP inh 4, IDE inh 2, IDE cell activ -5, p-CIP stab down -7, FID counter -5 and VIM-2 inh -0.5.
CCCCOC(=O)Nc1nnc(SCCOc2ccc(C)cc2)s1 was read as SUMO HTRF inh 5, HCV NS3 hel inh 2, IMP-1 inhibitor -4.2, PfM18AAP inh -1, IDE inh 0, IDE cell activ 2, p-CIP stab down -17, FID counter 1 and VIM-2 inh -2.9.
`Cc1c(CN2CCN(CC(C)C)C(CCO)C2)[nH]c2ccc(Cl)cc12` (stereo unspecified) gave SUMO HTRF inh 16, HCV NS3 hel inh -33, IMP-1 inhibitor 2.3, PfM18AAP inh -8, IDE inh 0, IDE cell activ -6, p-CIP stab down -5, FID counter 1 and VIM-2 inh 0.3.
COC(=O)c1ccc(S(=O)(=O)N2C3CCC2CC(NC(=O)NC2CCCCC2)C3)cc1 (stereo unspecified) was read as SUMO HTRF inh 0, HCV NS3 hel inh 2, IMP-1 inhibitor -2.2, PfM18AAP inh 5, IDE inh -6, IDE cell activ 5, p-CIP stab down 5, FID counter -18 and VIM-2 inh -1.1.
For CN(C)CCNC(=O)C(=O)c1c(-c2ccccc2)cc2ccccn12 the results were SUMO HTRF inh 0, HCV NS3 hel inh 7, IMP-1 inhibitor -2.2, PfM18AAP inh -6, IDE inh -6, IDE cell activ -5, p-CIP stab down 10, FID counter 19 and VIM-2 inh -1.3.
CSCCC(NC(=O)COc1ccccc1)C(=O)N1CCN(C(C)=O)CC1 (stereo unspecified) was read as SUMO HTRF inh 4, HCV NS3 hel inh 0, IMP-1 inhibitor -0.9, PfM18AAP inh -4, IDE inh -9, IDE cell activ 7, p-CIP stab down -14, FID counter -12 and VIM-2 inh -0.6.
c1ccc(Cn2nnnc2C(c2cccs2)N2CCc3ccccc3C2)cc1 (stereo unspecified) was read as SUMO HTRF inh -11, HCV NS3 hel inh -1, IMP-1 inhibitor -0.5, PfM18AAP inh -6, IDE inh 0, IDE cell activ 6, p-CIP stab down 1, FID counter -13 and VIM-2 inh 1.0.
`CN(Cc1ccc(F)cc1)Cc1nc(-c2cnccn2)no1` gave SUMO HTRF inh 8, HCV NS3 hel inh 4, IMP-1 inhibitor -0.8, PfM18AAP inh 1, IDE inh -2, IDE cell activ 2, p-CIP stab down 8, FID counter -4 and VIM-2 inh -3.1.
Screening CCSc1nnc2ccc(-c3ccc(C)cc3)nn12 returned SUMO HTRF inh 17, HCV NS3 hel inh 7, IMP-1 inhibitor -3.2, PfM18AAP inh -9, IDE inh 8, IDE cell activ 7, p-CIP stab down 0, FID counter -33 and VIM-2 inh 4.2.
For CN(C)C(=S)N=Nc1[nH]c2ccccc2c1O the results were SUMO HTRF inh -8, HCV NS3 hel inh 4, IMP-1 inhibitor -3.0, PfM18AAP inh 5, IDE inh 0, p-CIP stab down 7, FID counter 2 and VIM-2 inh -0.7.
O=C(CSc1ccc2nnc(-c3ccccn3)n2n1)Nc1nccs1 was read as SUMO HTRF inh -7, HCV NS3 hel inh 1, IMP-1 inhibitor -2.9, PfM18AAP inh 4, IDE inh 5, IDE cell activ -3, p-CIP stab down 6, FID counter -2 and VIM-2 inh -1.4.
`O=C(c1ccc(CNc2c(N3CCCC3)c(=O)c2=O)cc1)N1CC=C(c2ccccc2)CC1` gave SUMO HTRF inh 7, HCV NS3 hel inh -2, IMP-1 inhibitor -1.8, PfM18AAP inh -5, IDE inh 6, IDE cell activ -5, p-CIP stab down -4, FID counter -26 and VIM-2 inh -1.2.
For O=C(/C=C/c1ccncc1)c1ccc2c(c1)OCCO2 the results were SUMO HTRF inh -11, HCV NS3 hel inh -9, IMP-1 inhibitor -3.1, PfM18AAP inh 11, IDE inh 5, IDE cell activ 0, p-CIP stab down -9, FID counter 10 and VIM-2 inh -3.6.
For CC1(C)CC(=O)C(C=NCc2cccnc2)=C(O)C1 the results were SUMO HTRF inh -10, HCV NS3 hel inh 4, IMP-1 inhibitor -2.5, PfM18AAP inh -2, IDE inh 1, IDE cell activ 2, p-CIP stab down 1, FID counter 0 and VIM-2 inh -1.6.

Screens deposited in PubChem BioAssay by several laboratories.
